p53ts 39C tox: kills p53ts cells at the nonpermissive temperature | Potency, µM (top dose mostly 46.1 µM), inactives show at the top dose activity change, negative = cell killing, most hits filed as cytotoxic | H1299-p53A138V viability at 39C, ATP luminescence, 24 h | AID 902 | 130,000 compounds, 1.5% hits; further: nearly all actives have a fitted effect of over 55% in size
p53ts 32C kill: kills p53ts cells at the permissive temperature; H1299-p53A138V at 32C, ATP luminescence viability, 24 h; Potency, µM (highest dose often 46.1 µM), inactives show at the highest dose activity change, negative = cytotoxicity, most hits filed as cytotoxic; 130,000 compounds, 0.93% hits; AID 924;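 further: 0% = DMSO and -100% = full killing by reference compound; nearly all actives have a fitted effect of over 55% in size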
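H1299-p53 A138V cells (temperature-sensitive p53) exposed 24 h to up to 46 uM compound at 32C, where p53 is wild-type in conformation. Viability read as ATP luminescence and normalised to DMSO and 100 uM tamoxifen. AC50 fitted with the Hill equation.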
Peg3 imprint: inducers of genomic imprint erasure in mouse ES cells; 110,000 compounds, 0.02% hits; mouse ES Peg3-LacZ reporter, beta-gal luminescence, 40 h; Potency, µM (top dose mostly 60.7 µM), inactives show at the highest dose activity change, positive = activation, most hits filed as activators;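 further: 0% = negative control wells on the plate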
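Each well holds 300 Peg3LacZ-Neo (maternal) female ES cells incubated 40 h at 37C, 5% CO2. LacZ is measured by BetaGlo luminescence, with AC50 and maximum efficacy derived from dose-response curves.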
IkB signaling: suppresses IkB signaling in ABC-DLBCL reporter cells; ABC-DLBCL IkBa-CBG/CBR dual luciferase ratio, 4 h; response scale: scaled: untreated 0%, proteasome inhibitor 100%; Potency, µM (top dose mostly 57.1 µM), without a hit: at the highest dose IkBa stabilization activation; 110,000 compounds, 0.04% hits; AID 445; active means well fitted curve in the direction sought with a large enough effect in the signal ratio, not every such curve was filed as active; inconclusive means small, poorly fitted or top-dose-only effect, or a change in a side signal; the % refers to the signal ratio;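 further: the direction sought is a rising ratio; 0% = basal untreated cells and 100% = reference inhibitor full response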
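Luminescence ratio of IκBα-fused green versus native red beetle luciferase in OCI-Ly3 cells, 4 h post-doxycycline with compound; red signal alone, scaled from basal (0%) to zero light (-100%), flagged nonspecific or cytotoxic effects.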
* hit, by the source's call; ? = inconclusive; / = not tested or not shown; [ ] = remark or other dose. Unless noted, the call rests on the fitted dose curve; in most records, active means well fitted curve in the direction sought with a large enough effect; inconclusive means small, poorly fitted or top-dose-only effect, or another doubt; inactive means no such curve, though single readings can be large; an effect the other way counts as inactive or inconclusive. Unless noted, on the % scale 0 is the no-effect control and ±100 the full control effect; potency means the concentration at half of the fitted maximal effect.

SMILES	p53ts 39C tox	p53ts 32C kill	Peg3 imprint	IkB signaling
Cn1c(=O)c2cc(S(=O)(=O)N3CCC(c4ccccc4)CC3)ccc2n(C)c1=O	1%	3%	-15%	-3.2%
COCCCNC(=O)C1CCCN(c2ncnc3onc(C)c23)C1 (stereo not drawn)	2%	-9%	-8%[10.9 µM]	-1.8%
O=C(O)[C@@H]1CCCN1Cc1ccc2c(c1)OCO2	5%[9.22 µM]	-2%[9.22 µM]	-12%[10.9 µM]	1.0%[11.4 µM]
COc1ccc(N(CC(=O)NC2CCCCC2)S(=O)(=O)c2cccnc2)cc1	-6%	4%	-6%	-3.3%
COc1ccc(C2CC(=O)c3ccc(OC)cc3O2)cc1 (stereo not drawn)	2%	1%	2%	/
Cc1ccc(-n2c(=O)cc(N3CCN(c4ccccc4Cl)CC3)[nH]c2=O)cc1	-15%	-6%	-10%[10.9 µM]	2.9%
O=C1Nc2cc(Cl)cnc2N2CCCC12 (stereo not drawn)	5%	4%	-15%	0.7%
O=C(NCC(c1cccs1)S(=O)(=O)c1cccs1)c1ccccc1F (stereo not drawn)	-7%	0%	-10%[10.9 µM]	-0.6%
COc1ccccc1NC(=O)Cn1c(=O)n(Cc2ccco2)c(=O)c2cccnc21	-11%	0%	-8%[10.9 µM]	?
O=C(Cc1ccccc1)Nc1c(C(=O)c2ccccc2)oc2ccccc12	5%	-6%	-10%[10.9 µM]	1.5%
CCOc1ccc(-n2c(SCC(=O)NCc3ccccc3)nc3n[nH]c(C)c3c2=N)cc1	7%	-2%	12%[10.9 µM]	-1.6%
COC(=O)c1ccc(NC(=S)NCCc2ccccc2)cc1	12%	-7%	/	/
CC(=O)Nc1ccc(N=Cc2nc(-c3ccc(C)cc3)oc2O)cc1	-11%	-5%	-8%	0.9%
Cc1cccc(N2CC(c3nc4ccccc4n3CCC3CCCCC3)CC2=O)c1 (stereo not drawn)	-7%	-4%	-5%[10.9 µM]	0.3%
O=C(NCc1ccncc1)c1nnc(Cc2c(F)cccc2Cl)o1	-4%	7%	-15%	-0.4%
CC(=O)Nc1ccc2c(c1)nc(CCN1CCOCC1)n2C	4%	6%	-9%	4.7%
Cc1c(Cl)cccc1NC(=O)CNS(=O)(=O)c1cccs1	-30%	-1%	1%[10.9 µM]	4.5%
Nc1ncnc2c1[nH]c(=O)n2C1CC(O)C(CO)O1 (stereo not drawn)	8%	-2%	3%	/
Cc1nc2ccc(S(=O)(=O)NC(C(=O)NCc3cccs3)C(C)C)cc2s1 (stereo not drawn)	-4%	2%	-3%	0.9%
CCOC(=O)N1CCN(S(=O)(=O)/C=C/c2ccccc2)CC1	4%	9%	-10%	2.6%
CCc1nc2ccccc2c(=O)n1CCCCn1c(CC)nc2ccccc2c1=O	2%	-8%	0%	0.7%
O=S(=O)(c1ccccc1)N1CCC2(CCN(c3cccc(-c4ccccc4)c3)CC2)CC1	-4%	15%	/	1.7%[11.4 µM]
Cc1c(C(=O)O)oc2ccc(S(=O)(=O)NCc3ccc4c(c3)OCO4)cc12	15%	4%	-3%	1.2%
O=C(CN1C(=O)c2ccccc2C1=O)Nc1ccccc1C(=O)N1CCCC1	14%	5%	/	0.9%
O=C(C1CCCN(S(=O)(=O)c2cccc3nonc23)C1)N1CCN(c2cccc(C(F)(F)F)c2)CC1 (stereo not drawn)	-15%	1%	6%[10.9 µM]	?
CCc1nc2scc(-c3cccs3)c2c(=O)o1	13%	-4%	/	/
Cc1ccc(-n2cnc3cc(C(=O)NCc4ccccc4Cl)ccc32)c(C)c1	17%	17%	?	?
CC(=O)C1=C(O)C(=O)N(CCCCCC(=O)O)C1c1ccc(N(C)C)cc1 (stereo not drawn)	3%	1%	-10%	5.9%
O=C(c1cccs1)n1nc(-c2ccccc2)nc1NCc1ccco1	-8%	9%	-21%	5.2%
O=C(CN1CCN(S(=O)(=O)c2ccc(Cl)cc2)CC1)Nc1ccc2c(c1)OCCO2	0%	2%	-17%	-2.0%
COc1ccc(Cn2c(NCC(C)C)nc3c2c(=O)n(C)c(=O)n3C)cc1	4%	9%	-12%[10.9 µM]	-0.5%
Cc1ccc(-c2nnc(SCC(=O)Nc3ccccc3F)o2)cc1	2.5µM*	5µM*	-91%[inhibitor]	?
O=C1OC(=O)c2c(Cl)c(Cl)c(Cl)c(Cl)c21	-14%	6%[1.84 µM]	0%	-0.3%
CCCCCn1c(S(=O)(=O)O)nc2ccccc21	-8%	-15%	3%	-1.0%
CNC(=O)CCCN1C(=O)c2cccnc2Sc2ccccc21	-20%	-5%	-10%[10.9 µM]	0.4%
CC(=O)Nc1nc(C)c(Cc2ccccc2)c(=O)[nH]1	2%	2%	-8%	-0.4%
CCn1c(=O)cc(SCC(=O)N2CCN(C(=O)c3ccco3)CC2)c2ccccc21	-7%	-8%	-13%	5.4%
O=C(OCC(=O)N1CCCc2ccccc21)c1cnc(Cl)c(Cl)c1	-26%	?	/	/
CCC(CC)C(=O)NCc1ccccc1Cl	13%	-2%	4%	-1.8%
COc1ccc(N2CCN(c3nc(NCCc4ccc(OC)c(OC)c4)nc(OC)n3)CC2)cc1	-10%	?	-11%	?

An excerpt from above, showing only Peg3 imprint.
SMILES	Peg3 imprint
O=C(CN1CCN(S(=O)(=O)c2ccc(Cl)cc2)CC1)Nc1ccc2c(c1)OCCO2	-17%
CCc1nc2ccccc2c(=O)n1CCCCn1c(CC)nc2ccccc2c1=O	0%

The list goes on:
SMILES	p53ts 39C tox	p53ts 32C kill	Peg3 imprint	IkB signaling
O=C(NCCCC(=O)N1CCOCC1)c1cccnc1	0%	2%	13%	-1.0%
O=C(CSc1nc2ccccc2n1CC(=O)N1CCCC1)Nc1nccs1	-5%	-4%	-7%	-3.0%
Cc1cccc(-c2noc(CCCC(=O)NCc3ccco3)n2)c1	-9%	0%	-21%[10.9 µM]	?
COc1ccc2c(c1OC)C(C1c3c(cc4c(c3OC)OCO4)CCN1C)OC2=O (stereo not drawn)	-4%	?	/	/
COc1ccc(S(=O)(=O)NCCC(=O)NCc2cccs2)cc1	3%	8%	-3%	2.0%
C=CCn1c(SCc2ccccc2C#N)nnc1-c1ccccc1O	10%	3%	-8%	2.3%
NC(=O)NC(N)=O	13%	6%[1.84 µM]	-3%	0.9%
C=Cc1ccc(Cn2c(C(=O)O)c(CNC3CCCCC3)c3ccc(OC)cc32)cc1	-29%	-3%	4%[10.9 µM]	-0.1%
COc1ccc(N2CCN(C(=O)C3CCN(S(=O)(=O)c4cn(C)cn4)CC3)CC2)cc1	-5%	5%	10%[10.9 µM]	-3.0%
CCNc1nc2nonc2nc1NCC	12%	-4%	/	0.6%
CCOC(=O)C1CCN(C(=O)c2cnn3c(C)cc(C)nc23)CC1	-17%	-25%	-7%	-1.1%
O=C(Cn1nc(C(F)(F)F)c2c1CCC2)Nc1ccc(Cl)cc1	-25%	21%	-7%[10.9 µM]	?
CC(=O)c1cccc(NC(=O)Cn2ccn3nc(-c4ccccc4)cc3c2=O)c1	-16%	-3%	26%[10.9 µM]	?
CCOc1ccc(-c2[nH]ncc2Oc2ccccc2OCC)c(O)c1	?	?	-25%	6.3%
CCc1ccc(Nc2nnc(-n3nc(C)cc3C)c3ccccc23)cc1	-20%	3%	9%[10.9 µM]	1.5%
Nc1cc(N)nc(SCc2cccnc2)n1	-1%	5%	-6%	0.5%
CCNc1nc(NCC)nc(SCCOC(=O)c2ccccc2)n1	-1%	5%	/	/
Cc1ccccc1Cn1nc(C)c(NC(=O)c2cc(-c3cccs3)on2)c1C	-12%	3%	-36%[inhibitor]	6.2%
CCc1cccc(C)c1NC(=O)CSc1nc2ccccc2nc1N1CCOCC1	7%	6%	-15%[10.9 µM]	?
CCCC(CCC)C(=O)Nc1nnc2n1CCS2	-17%	3%	10%[10.9 µM]	-0.3%
CC(=O)Nc1ccc(C2NC(C(=O)O)CCC2C)cc1 (stereo not drawn)	0%[9.22 µM]	8%[9.22 µM]	/	/
CCNC(=O)N1CCN(CCCC(c2ccc(F)cc2)c2ccc(F)cc2)CC1	-10%	-15%	-12%	-4.6%
CC(=O)c1cnc2nc(C)nn2c1C	-1%	3%	-10%	1.5%
CCOc1ccc(S(=O)(=O)NCCCN2CCOCC2)c2ccccc12	1%	5%	-14%	2.4%
CCOc1ccccc1Nc1nnc(SCC(=O)Nc2cc(C)on2)s1	-11%	4%	-73%[inhibitor]	18%
COc1ccc(Cl)cc1NC(=O)CSc1ncnc2c1oc1ccccc12	7%	-5%	-2%	1.0%
CC(=O)Nc1ccc(S(=O)(=O)N(C)S(=O)(=O)c2ccc(F)cc2)cc1	-15%	1%	-4%	0.3%
C[C@@]1(C(NC(=O)Cc2ccccc2)c2ccc(-c3ccccc3)cc2)C[C@H]1C1CCCCC1 (stereo partly drawn)	12%	8%	-5%	/

Among those listed so far, these have an aryl thioether with sulfur outside any ring.
SMILES	p53ts 39C tox	p53ts 32C kill	Peg3 imprint	IkB signaling
CCOc1ccc(-n2c(SCC(=O)NCc3ccccc3)nc3n[nH]c(C)c3c2=N)cc1	7%	-2%	12%[10.9 µM]	-1.6%
Cc1ccc(-c2nnc(SCC(=O)Nc3ccccc3F)o2)cc1	2.5µM*	5µM*	-91%[inhibitor]	?
CCn1c(=O)cc(SCC(=O)N2CCN(C(=O)c3ccco3)CC2)c2ccccc21	-7%	-8%	-13%	5.4%
O=C(CSc1nc2ccccc2n1CC(=O)N1CCCC1)Nc1nccs1	-5%	-4%	-7%	-3.0%
C=CCn1c(SCc2ccccc2C#N)nnc1-c1ccccc1O	10%	3%	-8%	2.3%
Nc1cc(N)nc(SCc2cccnc2)n1	-1%	5%	-6%	0.5%
CCNc1nc(NCC)nc(SCCOC(=O)c2ccccc2)n1	-1%	5%	/	/
CCc1cccc(C)c1NC(=O)CSc1nc2ccccc2nc1N1CCOCC1	7%	6%	-15%[10.9 µM]	?
CCOc1ccccc1Nc1nnc(SCC(=O)Nc2cc(C)on2)s1	-11%	4%	-73%[inhibitor]	18%
COc1ccc(Cl)cc1NC(=O)CSc1ncnc2c1oc1ccccc12	7%	-5%	-2%	1.0%

High-throughput results as filed in PubChem.
